GC-A act – GC-A (human) enzyme activation | P16066 | HEK293 GC-A cells, cGMP TR-FRET, EC30 ANP; 0% at EC30 ANP, 100% saturating ANP | activation, % at 10 µM | actives 0.14% (n = 370,000); in the data active = activation above about 40%
NR1D1 modulator – Rev-erb alpha (human) modulation; P20393; Rev-erbα–FITC-DNA binding, fluorescence polarization, 90 min; activity, % at 10 µM; actives 0.79% (n = 370,000);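 active = activity above about 14%, limit read from the data; passing the limit was not always enough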;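 also: 0% = DMSO wells with 35 nM protein and 100% = DMSO wells with 750 nM protein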
Target sequence (P20393 whole entry, looked up): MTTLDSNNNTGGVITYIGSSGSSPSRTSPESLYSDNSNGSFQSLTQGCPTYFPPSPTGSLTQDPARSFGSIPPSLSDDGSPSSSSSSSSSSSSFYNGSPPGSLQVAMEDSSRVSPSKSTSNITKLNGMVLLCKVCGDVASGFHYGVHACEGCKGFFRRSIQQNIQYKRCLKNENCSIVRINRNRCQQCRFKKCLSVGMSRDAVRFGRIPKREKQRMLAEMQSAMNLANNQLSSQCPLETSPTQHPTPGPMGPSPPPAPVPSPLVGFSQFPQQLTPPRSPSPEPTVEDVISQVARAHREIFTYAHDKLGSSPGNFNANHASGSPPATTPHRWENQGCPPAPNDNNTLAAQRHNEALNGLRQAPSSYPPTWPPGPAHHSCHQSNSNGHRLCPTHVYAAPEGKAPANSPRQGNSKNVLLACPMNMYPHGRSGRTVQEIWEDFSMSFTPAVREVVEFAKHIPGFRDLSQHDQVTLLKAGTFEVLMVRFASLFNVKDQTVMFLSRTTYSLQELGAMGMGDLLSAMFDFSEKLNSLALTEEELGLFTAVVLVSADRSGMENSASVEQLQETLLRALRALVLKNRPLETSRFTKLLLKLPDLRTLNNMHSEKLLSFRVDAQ
mABHD4 FP – inhibits mouse alpha/beta hydrolase domain 4 | actives 0.54% (n = 370,000) | inhibition, % at 8.92 µM | Q8VD66 | purified mABHD4, FP-Rh probe fluorescence polarization;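 active = inhibition exceeding the mean over every tested compound plus 3 SD, cut at about 30% in these data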;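 also: 0% = plate median of compound wells and 100% = S159A mutant with DMSO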
Target sequence (Q8VD66 whole entry, looked up, the tested form may be a part): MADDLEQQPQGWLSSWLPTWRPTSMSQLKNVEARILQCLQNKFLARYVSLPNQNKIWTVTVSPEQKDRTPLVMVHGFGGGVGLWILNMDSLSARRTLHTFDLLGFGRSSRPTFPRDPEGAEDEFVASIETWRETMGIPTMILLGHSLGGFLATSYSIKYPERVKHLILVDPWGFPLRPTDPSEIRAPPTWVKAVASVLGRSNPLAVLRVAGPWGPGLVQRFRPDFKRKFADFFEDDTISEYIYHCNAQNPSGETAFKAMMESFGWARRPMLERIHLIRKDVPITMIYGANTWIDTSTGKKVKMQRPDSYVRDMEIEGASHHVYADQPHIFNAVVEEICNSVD
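Assay system: Wild-type mouse ABHD4 protein | Medium: HEPES pH 7.0 buffer, 150 mM NaCl, 0.01% Pluronic F-127 | Incubation: Enzyme–compound pre-incubation 45 min, then probe 60 min, both 25 °C | Technique: Fluorescence polarization with parallel and perpendicular emission, 525/598 nm | Evaluation: % inhibition of FP-Rh probe binding versus controls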
ARFGAP1 inh – rat ARFGAP1 inhibition | Arfgap1-stimulated ARF1 GTP hydrolysis, GDP FP detection | inhibition, % at 16.5 µM | actives 0.26% (n = 360,000);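 active = inhibition above a per-plate limit, mean inhibition of low control wells plus 3 SD, cut at about 25% in these data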;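 also: 0% = DMSO wells with enzyme and 100% = wells lacking Arfgap1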
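Material – truncated rat Arfgap1 GAP domain · Buffer or medium – HEPES-based buffer, pH 7.5 · Reagent – human ARF1(Δ1-17)-GTP substrate · Dosing – 16.5 µM single point, 1.26% DMSO · Schedule – GTP hydrolysis reaction 2 h at 25 °C · Technique – GDP detection by fluorescence polarization · Benchmarks – No-Arfgap1 wells (100%) versus DMSO full-reaction wells (0%) · Repeats – single replicate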
HTRA1 inh – blocks human HTRA1 serine peptidase; inhibition, % at 5.96 µM; AID 504803; recombinant HTRA1, FP-rhodamine activity-based probe, fluorescence polarization; actives 0.5% (n = 340,000); in the data active = inhibition above about 36%;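 also: 0% = enzyme with DMSO and 100% = wells lacking enzyme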
PG9 binder – PG9 antibody binding by small molecule. TR-FRET gp120-PG9 antibody binding. inhibition, % at 6.7 µM. actives 0.43% (n = 360,000); in the data active = inhibition above about 8.5%
rCAG RNA binder – molecules binding r(CAG) RNA repeats. actives 1.3% (n = 370,000). r(CAG) RNA repeat, TO-PRO-1 dye displacement fluorescence. inhibition, % at 3 µM;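 active = inhibition above the plate cutoff, the mean of all test compounds on that plate plus 3 SD, cut at about 35% in these data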;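 also: 0% = DMSO alone and 100% = 100 µM mitoxantrone as full dye displacement; higher means more dye released from RNA so lower well fluorescence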
GC-B act – GC-B (human) receptor activation; P20594; HEK293-GC-B cells, CNP EC30, cGMP TR-FRET; 0% at EC30 CNP, 100% saturating CNP; activation, % at 10 µM; actives 0.11% (n = 370,000); AID 1920062;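 active = activation at 10 µM reaching about 35% in either raw or pattern-adjusted values, limit read from the data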
SMARCA2 act – SMARCA2 function activation, primary screen; MG213 cells, MMTV-luciferase reporter, dexamethasone, overnight; activation, % at 9.1 µM; actives 1% (n = 370,000); in the data active = activation above about 7.8%;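 also: 0% = vehicle wells and 100% = reference activator wells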
ASAP1 GAP inh – blocks human ASAP1-stimulated Arf1 GTP hydrolysis. Q9ULH1. GDP FP detection. inhibition, % at 16.5 µM. actives 0.19% (n = 360,000); in the data active = inhibition above about 25%;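 also: 0% = vehicle with enzyme and substrate and 100% = no enzyme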
Numbers without * were called inactive; · = not tested or not shown.

SMILES | GC-A act | NR1D1 modulator | mABHD4 FP | ARFGAP1 inh | HTRA1 inh | PG9 binder | rCAG RNA binder | GC-B act | SMARCA2 act | ASAP1 GAP inh
COc1ccc(CC(NC(C)=O)C(=O)NC2CCN(c3nc(C)cc(C)c3C#N)CC2)cc1 (centres undefined) | 1 | -6 | -2 | 5 | -3 | -1.9 | -9 | -2 | 1 | -17
Cc1ccccc1N(C(=O)Cn1nnc2ccccc21)C(C(=O)NCc1ccco1)c1ccncc1 (centres undefined) | -17 | -1 | 2 | 2 | -1 | -0.7 | -5 | -20 | 1 | -1
O=C1OC(c2ccccc2)=N/C1=C/c1cccc(OC(=O)c2cccs2)c1 | 0 | 0 | 0 | -14 | 4 | -2.7 | 19 | -3 | -2 | -1
CNC(=O)C1CC(=O)N(c2ccc(OCC(=O)NCc3ccccc3)cc2)C1 (centres undefined) | 1 | 2 | 3 | -9 | -6 | -1.8 | 2 | -3 | 1 | 16
Cc1nc2cc(NC(=O)Nc3ccc(N4CCOCC4)cc3)ccc2n1C | -11 | 0 | -1 | -6 | 5 | -5.7 | -3 | -5 | -3 | 6
O=S1(=O)C[C@@H](N2CCC(Cc3ccccc3)CC2)[C@H](COCc2ccccc2)N1 | 4 | 6 | -7 | -7 | -11 | 1.0 | 1 | 1 | -3 | -14
CCOc1cc(CNCCc2ccc(S(N)(=O)=O)cc2)ccc1OCc1ccccc1 | -6 | -7 | 10 | 15 | 0 | -0.9 | 2 | -7 | -2 | 6
CCOc1ccccc1NC(=O)CN1CCC(C(=O)c2ccc(OC)cc2)CC1 | -2 | -1 | 3 | -17 | -14 | -3.8 | -8 | -3 | -4 | -7
c1ccc(Cc2cnc(N3CCN(Cc4csc5ccccc45)CC3)nc2)cc1 | 0 | 0 | -4 | 12 | · | -2.0 | 2 | 0 | -5 | -10
COc1ccccc1C1CC(c2ccccc2)Nc2ncnn21 (centres undefined) | -3 | 1 | · | · | 0 | · | · | -8 | · | ·
Cc1ccccc1NC(=O)N(C)[C@H]1C[C@H]2c3[nH]c4c(-c5ccccc5)cccc4c3CCN2C(=O)[C@H]1[C@H](C)O | -5 | -3 | 1 | 2 | · | -0.7 | 6 | -9 | 3 | -10
Cc1c(O)ccc(/C(Cc2ccc3ccccc3n2)=N\O)c1O | 20 | -4 | -2 | 2 | 19 | -1.2 | -3 | 0 | -2 | 12

Arranged by the number under GC-A act (descending): some entries from above
canonical_smiles	GC-A act	NR1D1 modulator	mABHD4 FP	ARFGAP1 inh	HTRA1 inh	PG9 binder	GC-B act	SMARCA2 act	ASAP1 GAP inh
Cc1c(O)ccc(/C(Cc2ccc3ccccc3n2)=N\O)c1O	20	-4	-2	2	19	-1.2	0	-2	12
O=C1OC(c2ccccc2)=N/C1=C/c1cccc(OC(=O)c2cccs2)c1	0	0	0	-14	4	-2.7	-3	-2	-1
COc1ccccc1C1CC(c2ccccc2)Nc2ncnn21 (centres undefined)	-3	1	·	·	0	·	-8	·	·
Cc1ccccc1N(C(=O)Cn1nnc2ccccc21)C(C(=O)NCc1ccco1)c1ccncc1 (centres undefined)	-17	-1	2	2	-1	-0.7	-20	1	-1

(list continues)
SMILES | GC-A act | NR1D1 modulator | mABHD4 FP | ARFGAP1 inh | HTRA1 inh | PG9 binder | rCAG RNA binder | GC-B act | SMARCA2 act | ASAP1 GAP inh
CCN(CC)C(=S)SCC(=O)c1ccc(Br)cc1 | 6 | 0 | 18 | -10 | -11 | -3.9 | -6 | 4 | 0 | -12
CON(C)S(=O)(=O)c1cccc(C(=O)Nc2ccc(S(=O)(=O)NC3=NCCCCC3)cc2)c1 | -1 | -5 | 1 | -2 | -7 | -1.9 | 1 | -4 | -2 | 16
C(=N\n1cnnc1)/c1cn(-c2cccs2)nc1-c1ccccc1 | -1 | 5 | -5 | 1 | -32 | 1.4 | 2 | -6 | 1 | -17
Cc1cc(Nc2cccc(Cl)c2C)n2ncnc2n1 | 4 | 6 | 5 | -10 | -4 | -1.0 | 4 | 4 | 0 | -1
COc1ccc(C)cc1NC(=O)CCNS(=O)(=O)c1ccc2c(c1)CC(C)N2C(C)=O (centres undefined) | 2 | 3 | -1 | 3 | 8 | -2.3 | -1 | 1 | 0 | -7
O=C(NC1(C(F)(F)F)Oc2ccccc2O1)N1CCCC1 | -3 | -4 | 7 | -17 | 12 | -1.8 | -1 | 1 | -2 | -9
Cc1cc(S(=O)(=O)N2CCCOC2CNC(=O)C(=O)NCc2ccco2)ccc1F (centres undefined) | -1 | 0 | 3 | -2 | 1 | 1.1 | -3 | -5 | -4 | 7
Cn1ccc2c(N3CCCC3)cc3c(c21)C1CCC3O1 (centres undefined) | 1 | 2 | 22 | 11 | · | -2.2 | 15 | -5 | -3 | -3
Cc1ccc(S(=O)(=O)N2CCN(C(=O)C3CCCO3)CC2)cc1C (centres undefined) | 0 | 3 | 1 | 3 | 1 | -1.5 | -7 | 1 | -1 | 5
CCOC(=O)/C=c1\s/c(=C(\C#N)C(=O)OCC)n(-c2ccccc2)c1=O | -2 | -1 | -166 | 4 | -7 | 0.6 | 5 | 6 | -4 | -1
CC(=O)Nc1ccc(S(=O)(=O)N(C)CC(=O)N/N=C/c2ccncc2)cc1 | 0 | 2 | 4 | 4 | 9 | 0.3 | -3 | 6 | -2 | -6
CCCc1[nH]n(-c2ccc([N+](=O)[O-])cc2)c(=O)c1C=NCCc1c[nH]c2ccccc12 | -1 | -2 | -11 | 8 | -4 | 3.3 | 9 | -18 | -1 | 1
O=C(O)c1cccc(Nc2ccc([N+](=O)[O-])cn2)c1 | 1 | -4 | 2 | 10 | 0 | 0.8 | 0 | 8 | -1 | 7
CCn1c(SCC(=O)Nc2ccccc2)nnc1C1CCCCC1 | 5 | -3 | 2 | 1 | 4 | 0.6 | -3 | 5 | -1 | 3
Cc1cccc(-c2onc3ccc(C4(C)OCCO4)cc23)c1 | 2 | 1 | -8 | 7 | -13 | -1.0 | -2 | 1 | -4 | 19
C=CCNC(=O)c1ccc2c3n(nc2c1)-c1ccccc1CO3 | -2 | -1 | 1 | -13 | -4 | -0.5 | -3 | -2 | 6 | -4
CN1CCN(CP(=O)(N2CCOCC2)N2CCOCC2)CC1 | 2 | -2 | 5 | 0 | 1 | -1.2 | 1 | -1 | -2 | 2
CC(Oc1ccccc1)C(=O)Nc1nnc(S(=O)(=O)N2CCCCC2)s1 (centres undefined) | 6 | -4 | 0 | 7 | 2 | 1.7 | 24 | 2 | -5 | -6
Cc1cc(C)cc(N(CC(=O)NCc2ccccc2)C(=O)CCC(=O)Nc2ccccn2)c1 | -7 | 1 | 0 | 13 | -1 | 2.0 | 0 | 2 | 1 | 3
Cc1cccc(Nc2nnc(SCC(=O)c3c(N)n(C4CC4)c(=O)[nH]c3=O)s2)c1C | -12 | 2 | -7 | -4 | -2 | -0.4 | 6 | 6 | 1 | -3
C=CCNc1ccc(N2C(=O)C3CCC(C)CC3C2=O)cc1[N+](=O)[O-] (centres undefined) | 7 | 9 | 1 | -11 | · | -0.9 | -3 | 3 | -2 | 11
CCOC(=O)c1sc(NC(=O)CSc2nccc(C)n2)nc1C | -2 | 4 | -3 | -4 | 8 | 0.4 | 2 | 1 | -1 | -11
COc1ccc(C(=O)N2CCN(C3CCCCC3)CC2)cc1OC | -1 | -7 | 11 | 0 | -4 | 0.8 | -5 | 5 | 0 | 3
O=C(COc1ccc2ccccc2c1)NCC1CCCO1 (centres undefined) | 3 | -5 | -2 | -1 | 5 | -2.9 | -2 | -1 | 2 | 6
CC1(C(=O)NS(=O)(=O)c2ccc(C#N)cc2)CCN1C(=O)CCC1CCCC1 (centres undefined) | 3 | -3 | -2 | -1 | · | -0.9 | 5 | 4 | -2 | -9
Cc1cc2c(N)cccc2nn1 | · | · | 168* | -3 | 101* | -3.6 | -9 | · | -2 | 0
CCN1CCN(C(=O)/C=C/c2ccc(C)o2)CC1 | -4 | -3 | -2 | -1 | 4 | -3.0 | 0 | 1 | -1 | 3
O=c1cc(-c2ccc(O)cc2)oc2c(-c3c(O)cc(O)c4c(=O)cc(-c5ccc(O)cc5)oc34)c(O)cc(O)c12 | -3 | -3 | -15 | 7 | 53* | -1.7 | 94* | 7 | 1 | 21
Cc1c(NC(=O)COC(=O)/C=C/c2ccc(Cl)cc2)c(=O)n(-c2ccccc2)n1C | 7 | -2 | -2 | 6 | -6 | 0.4 | -1 | 4 | 1 | -10
O=C(N/N=C/c1ccoc1)c1ccc(Br)cc1 | 4 | -7 | -9 | 0 | -11 | 1.5 | 4 | -3 | 1 | -8
CCCC(=O)Nc1ccc(C(=O)NCCCn2ccnc2)cc1 | 3 | 3 | -4 | 1 | -3 | -0.6 | -1 | 3 | -3 | -7
Cc1ccc(C(=S)NCS(=O)(=O)c2ccc(C)cc2)cc1 | 3 | -5 | -2 | -2 | -7 | 1.1 | 1 | -1 | -3 | 19
Cc1nc2ccc(C(=O)N3CCN(Cc4ccccc4)CC3)cc2[nH]1 | 4 | 2 | 1 | 9 | 6 | -1.4 | -2 | 6 | -1 | 0
Cc1nc(SCc2nc3ccc(Cl)cc3[nH]2)c2oc3ccccc3c2n1 | -3 | -5 | -66 | -1 | -84 | -22 | 17 | -10 | -2 | 19
COc1ccc(OCCN2CCC(C(=O)NC(c3ccc(Cl)cc3)c3cnccn3)CC2)cc1 (centres undefined) | 3 | -1 | -1 | -8 | · | -0.4 | -2 | -2 | -3 | -4
CCc1nc2cc3sc(CC)nc3cc2s1 | -2 | -2 | -2 | -7 | -5 | 0.5 | 0 | 3 | 4 | 10
O=C(c1ccccc1)c1ccc(-n2cnnc2)c([N+](=O)[O-])c1 | -3 | 2 | 0 | -5 | -2 | 0.5 | -1 | -1 | -2 | -3
Cc1ccc(S(=O)(=O)N2CCOCC2)cc1C(=O)Nc1ccc(N2CCCCCC2)cc1 | 2 | -3 | 4 | -6 | 7 | -4.2 | 1 | 1 | -5 | -1
Cc1ccc(NC(=O)c2cnc(SCC(=O)NCC3CCCO3)n(C)c2=O)cc1C (centres undefined) | 24 | 3 | -2 | 18 | 1 | 0.2 | -5 | 2 | 1 | -6
Oc1c(Br)cc(/C=N/NC(=S)NCc2ccco2)cc1Br | 3 | 7 | 9 | 1 | 6 | -3.9 | 13 | -2 | 1 | 5
Cc1oc(-c2ccccc2Cl)nc1CN1CCCN(C(=O)c2ccco2)CC1 | -1 | -4 | 2 | 7 | 0 | -2.4 | -1 | -3 | 3 | 12
CCCn1c(N2CCN(CC(=O)c3c(C)n(C)c4ccccc34)CC2)nc2c1c(=O)[nH]c(=O)n2C | 1 | 4 | -2 | 5 | 4 | 2.7 | 4 | -6 | 0 | 12
O=C(CSc1nnc(-c2ccc(Cl)cc2)n1Cc1ccco1)Nc1cccc2ccccc12 | 1 | -5 | 0 | · | · | · | 8 | 6 | -6 | ·
Cc1ccc(NC(=S)NNC(=O)c2cnccn2)cc1 | -1 | 3 | 52* | · | · | · | 2 | 2 | -4 | ·
O=[N+]([O-])c1ccccc1/C=C/CN1CCC(O)CC1 | -3 | 6 | 6 | 9 | 9 | 0.0 | -1 | -2 | 5 | 3
